Screens deposited in PubChem by National Center for Advancing Translational Sciences (NCATS).
ALOX12 inh = inhibitors of human 12S-lipoxygenase ALOX12; 580,000 tested, 1.1% active; purified 12hLO, xylenol orange hydroperoxide absorbance; AID 1671190; Potency, µM (series often up to 108 µM), without a hit: top-dose activity change, negative = inhibition, actives largely listed as inhibitors; P18054; active means well fitted inhibition curve with a large enough effect; inconclusive means small, poorly fitted or top-dose-only effect, or another doubt; inactive means no such curve, though single readings can be large or run the other way
Target sequence (P18054 whole entry, looked up): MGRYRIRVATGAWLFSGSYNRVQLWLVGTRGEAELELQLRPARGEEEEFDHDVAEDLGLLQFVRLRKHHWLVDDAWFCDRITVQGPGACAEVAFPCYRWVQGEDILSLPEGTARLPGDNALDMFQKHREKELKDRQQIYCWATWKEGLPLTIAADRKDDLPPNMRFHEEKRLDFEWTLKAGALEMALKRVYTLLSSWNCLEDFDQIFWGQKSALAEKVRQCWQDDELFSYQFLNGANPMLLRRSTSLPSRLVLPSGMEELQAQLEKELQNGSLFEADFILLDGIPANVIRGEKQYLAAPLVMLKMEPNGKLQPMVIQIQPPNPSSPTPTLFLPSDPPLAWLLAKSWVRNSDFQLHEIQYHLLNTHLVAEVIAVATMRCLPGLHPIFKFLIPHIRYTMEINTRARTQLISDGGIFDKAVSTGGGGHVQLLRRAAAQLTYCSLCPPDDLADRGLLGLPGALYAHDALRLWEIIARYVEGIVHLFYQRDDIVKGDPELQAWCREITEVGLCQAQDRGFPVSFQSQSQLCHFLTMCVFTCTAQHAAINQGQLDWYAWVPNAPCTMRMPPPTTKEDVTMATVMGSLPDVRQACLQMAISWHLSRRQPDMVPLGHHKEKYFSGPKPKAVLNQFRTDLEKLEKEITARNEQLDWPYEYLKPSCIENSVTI
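Hydroperoxide product was detected by ferrous iron/xylenol orange as the 573 to 405 nm absorbance ratio. Arachidonic acid at 40 uM (final) was turned over for 30 min at room temperature by 150 nM human 12hLO, pH 7.0 Hepes buffer, after 15 min compound preincubation.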
Starred values were filed as active, the others as inactive; ? = inconclusive; & = joins results of further samples; [ ] = another dose, or the depositor's remark. On the % scale 0 is the no-effect control and ±100 the full control effect; potency means the concentration at half of the fitted maximal effect.

SMILES	ALOX12 inh
COc1ccc(CNC(=O)CC2CCCN(c3cn[nH]c(=O)c3)C2)cc1 (stereo not drawn)	36%
O=C(O)c1ccc(COc2ccc3ccccc3c2C=Nc2ccc(N3CCOCC3)cc2)cc1	?
O=C(CCC1CCCC1)Nc1nc2ccc(F)cc2s1	-2%
CS(=O)(=O)N1CCC(C2CCN(Cc3ccsc3)C2)CC1 (stereo not drawn)	85%[activator]
Cc1ccc(C(Nc2ccccc2)c2ccc3ccc(C)nc3c2O)c(C)c1 (stereo not drawn)	-12%
O=C(C1CCCC1)N1CC2(CCN(Cc3ccc(Cl)cc3)CC2)Cc2ccccc21	2%[6.33 µM]
O=C(O)CCC(=O)NC[C@H]1Cn2c(-c3ccc(Cl)cc3)cnc2CO1	18%[176 µM]
O=C(Nc1oc2ccccc2c(=O)c1-c1ccc(F)cc1)c1ccccc1	1%
CCOc1ccc(/C=C(\C#N)c2nc3ccccc3[nH]2)c(OCC)c1	2%
CNC(=O)[C@@H](c1ccccc1F)N1CCC[C@H]1C(=O)NCCOC	?
COc1cc(OC)cc(C(=O)Oc2cc(C)cc(C)c2)c1	2%
Cc1ccc(S(=O)(=O)NC[C@H]2O[C@@H](CO)[C@@H](O)[C@H]2N2CCN(c3ccccn3)CC2)cc1	?
COc1ccc(CNC(=O)C(N)c2c(C)n[nH]c2C)c(F)c1F (stereo not drawn)	-12%
Cc1cccc(C)c1NC(=O)CN1CCCN(c2ccc(C(F)(F)F)cn2)CC1	-15%
COc1ccc(C(=O)/C=C/c2ccc(F)c(F)c2)cc1CC(=O)O	-28%
CN(C(=O)NC1CCCC1)C1CCc2ccccc2C1 (stereo not drawn)	31%[activator][176 µM]
Cc1ccc2oc(C(=O)Nc3cccc(C(=O)N(C)C)c3)cc(=O)c2c1	4%
O=C(Cn1ncc(N2CCNCC2)cc1=O)NCCc1ccc(F)cc1	?
Cc1ccc2oc(=O)n(CCNC(=O)Nc3ccc4c(c3)OCCO4)c2c1	?
COC(=O)[C@@H]1C[C@@H](NC(=O)c2ccc(-c3nnn(C)n3)cc2)CN1C	29%
O=C(O)Cn1nc(COc2ccc(F)cc2)nc1CN1CCCCCC1=O	40%
O=C(NCc1nnc2c(-c3nc(C4CC4)no3)cccn12)c1c[nH]c2ccccc12	66%[activator]
CCn1c(=O)c(=O)[nH]c2cc(C(=O)N3CCC4(CC3)OCCO4)ccc21	29%
COCCCn1c(C)cnc1C1CCN(C(=O)C2(c3ccc(OC)cc3)CC2)C1 (stereo not drawn)	-2%
O=c1[nH]c(C2CCCN(Cc3ccccc3C(F)(F)F)C2)nn1-c1ccccc1 (stereo not drawn)	14%
Cc1ccc(OCCn2nc(C(=O)O)c3ccccc3c2=O)cc1	?
COc1cccc(CNC(=O)c2cnn(-c3ncc4c(n3)-c3ccccc3CCC4)c2C)c1OC	8%
O=C1CCN(C(=O)c2cccnc2)CCCC(C(=O)NCc2ccccc2)CCN1 (stereo not drawn)	5%
COC(=O)c1ccccc1S(=O)(=O)NC(=O)[C@H]1O[C@@H](n2ccc(=O)[nH]c2=O)[C@H](O)[C@@H]1O	?
CCCCNC(=O)N1C[C@H]2OC(=O)N(Cc3ccc(OC)c(OC)c3)[C@H]2C1	-1%
O=C1CCN(C(=O)COc2ccccc2)CCCC(CO)CCN1 (stereo not drawn)	-1%
CC(=O)N1CCC(N2C[C@H](O)C[C@H]2c2nc(CS(=O)(=O)c3ccc(C)cc3)no2)CC1	-19%
O=C(CCc1cc(Cl)no1)NCCc1noc(-c2ccccc2)n1	13%
O=C(O)c1ccc(NCc2c(Cl)cccc2Cl)cc1	5%
C(=C\c1ccccc1)/CN1CCN(Cc2nc(COc3ccccc3)no2)CC1	43%[activator]
O=S(=O)(c1cccs1)N1CCCc2nc(-c3ccc(F)cc3)ccc21	1%
Cc1ccc(-c2csc(Nc3ccc(C(=O)O)c(O)c3)n2)cc1	?
CC(C)NS(=O)(=O)c1cc(C(=O)O)cc(-n2cccn2)c1	?
COc1ccc(CNC(=O)[C@@H]2CCC[C@@H](NC(=O)c3ccc(C#N)cc3)CN(C)C(=O)C2)cc1	58%[activator]
Cn1cnnc1CC1CCN(C(=O)CN2CC(c3ccccc3)CC2=O)CC1 (stereo not drawn)	5%
CC1CCC(NC(=O)c2ccc(CN3C(=O)NC4(CCS(=O)(=O)CC4)C3=O)cc2)CC1 (stereo not drawn)	-6%
COc1ccc(-c2cn(CCC(=O)O)c(=O)cn2)cc1	3%
COCCN[C@H]1[C@@H]2OC[C@@H](O2)[C@@H](NCc2ccc(F)cc2)[C@@H]1O	51%[activator][176 µM]
COc1cccc(C(=O)OCc2nc3ccccc3o2)c1O	1%
O=C(NCc1ccccc1F)C1CC(c2ccccc2)CN(C(=O)COc2ccccc2)C1 (stereo not drawn)	-1%
C=CCNC(=O)C[C@@H]1CCN(C(=O)CCCCC)C[C@@H]1CC	8%[176 µM]
COc1cccc(CNC(=O)[C@@H]2C[C@@H](O)CN2C2CCN(C(=O)c3cccs3)CC2)c1	-3%
C/C(=N\NC(N)=S)c1ccc([N+](=O)[O-])cc1	?
CCS(=O)(=O)c1ccc2oc(Nc3ccc(OC(F)(F)F)cc3)nc2c1	7%
CC(=O)Nc1c(-c2ccc(Cl)cc2)c(C)nn1-c1ccc(C(=O)NCc2cccnc2)cc1	3%
CCS(=O)(=O)c1ccc2oc([C@H]3CCN(C4CCCCC4)C3)nc2c1	42%[activator][176 µM]
CC(C)N1Cc2nnn(Cc3ccccc3)c2-c2cc(N3CCCC3)ccc2S1(=O)=O	1%
COc1cccc(CN2CCNc3cnc(Nc4ccccc4)cc3C2)c1	8%[176 µM]
Nc1ccc(C(=O)c2ccc(Cl)cc2)cc1	-27%
CC(C)(C)c1ccc(NC(=O)O[C@@H]2CO[C@H]3[C@@H]2OC[C@@H]3Nc2nccc(-c3ccc(-c4ccccc4)cc3)n2)cc1	2%
Cc1ccc(C)c(-c2cc3c(=O)n(CCNC(=O)c4ccncc4)ccn3n2)c1	26%
CC(=O)N(C)c1ccc(NC(=O)CC2C=CCC2)cc1 (stereo not drawn)	8%
COc1ccc(Oc2coc3cc(OCc4ccccc4Cl)ccc3c2=O)cc1	-1%
O=C(Nc1cccc(C(F)(F)F)c1)N1CCCC1c1nncn1C1CCCC1 (stereo not drawn)	-5%
CC(C)N(C(=O)c1ccccc1F)C(C)C	34%

(further entries)
SMILES	ALOX12 inh
O=C(NCc1c[nH]c2ncccc12)c1cncc(Br)c1	6%&21%[176 µM]
Cc1noc2c(-c3ccncc3)cc(-c3cccs3)nc12	8%[176 µM]
CC(=O)c1ccc(NC(=O)Cn2ccc3cc(Cl)ccc32)cc1	-15%
Cc1ccccc1C(=O)NC(c1ccccc1)C(C)(C)C (stereo not drawn)	15%
COC(=O)[C@H]1CN(C(C)=O)CCN1C(C)=O	17%[176 µM]
COc1cc2c(c(OC)c1)C(c1ccc(Cl)cc1)C1=C(CCCC1=O)N2 (stereo not drawn)	-23%
Cc1nc2c(c(-c3ccc(Cl)cc3)n1)CCN([S+](=O)([O-])c1c(C)noc1C)CC2	8%
CCN1C(=O)Cc2cc(C(=O)NCc3cc(OC)ccc3OC)ccc21	61%[activator]
COc1ccc(-c2cc3c(=O)n(CCNC(=O)c4ccccc4C)ccn3n2)cc1	44%[activator]
Cc1cc(N2CCOCC2)cc2[nH]c(-c3c(NC[C@@H](O)c4cccc(Cl)c4)cc[nH]c3=O)nc12	?
O=S(=O)(Cc1ccccc1)CC1CC1(Cl)Cl (stereo not drawn)	-12%
CC(=O)N1CCc2c(nc(-c3ccccn3)nc2N(C)CCCN(C)C)C1	74%[activator]
COCCS(=O)(=O)c1ncc(CN(C)C(C)c2ccon2)n1Cc1ccccc1 (stereo not drawn)	?
CC(Sc1ccc2c(c1)OCCO2)C(=O)c1ccc(F)cc1 (stereo not drawn)	-6%
CC(NC(=O)C1(c2ccc(NS(C)(=O)=O)cc2)CCCCC1)c1ccc(F)cc1 (stereo not drawn)	37%[activator]
COCc1nc(NCc2nc(-c3cccnc3)no2)c2cnn(C)c2n1	26%
O=C(c1ccc(-n2cccn2)cc1)N1CCCC1c1ccc2c(c1)OCCO2 (stereo not drawn)	16%
COc1cccc(CC(=O)NCc2nnc3cc(-c4nc(C(C)C)no4)ccn23)c1	-4%
Cn1cnc2c1c(=O)n(CC(=O)NCc1cccc(Cl)c1)c(=O)n2C	18%
O=C(O)CC(CNS(=O)(=O)c1ccc(I)cc1)c1ccccc1 (stereo not drawn)	10%
O=C(CN1C(=O)COc2ccc(C(=O)COc3ccccc3F)cc21)Nc1ccc(F)cc1	47%
Cc1nnc(NC(=O)c2csc(NC(C)C)n2)s1	28%
Cc1ccc(Oc2cc(C#N)c3ccccc3n2)cc1C	?
CN(C)CCCN(Cc1ccccc1)C(=O)c1nn(C)c(=O)c2ccccc12	1%
CC(OC(=O)c1cncc(Br)c1)C(=O)C12CC3CC(CC(C3)C1)C2 (stereo not drawn)	4%
CN(Cc1cccs1)C(=O)CC1CC2CCC1C2 (stereo not drawn)	2%
CCC(C)(C)C1CCc2c(sc(NC(=O)c3cccc4ccccc34)c2C#N)C1 (stereo not drawn)	32%[activator]
C[C@@H]1CC2(CCCN2)C[C@H]1C	1%
CCN1C(=O)C(CC(=O)N2CCCCCC2)Sc2ncccc21 (stereo not drawn)	20%
Cc1cnc(C(=O)Oc2ccc(-c3ccc(C#N)cc3)cc2)cn1	?
C[S+](=O)([O-])N1Cc2ccccc2CC2(CCN(CCc3ccccc3)C2)C1 (stereo not drawn)	6%[6.33 µM]
O=C(C1CCCCC(=O)N1Cc1ccccc1)N1CCc2ccccc2C1 (stereo not drawn)	?
Cc1ccc2cc(CCC(=O)NCc3cccs3)c(=O)[nH]c2c1	23%
Cc1noc(C)c1[S+](=O)([O-])N1CCC2(CC1)C(=O)NN=C2c1cccnc1	14%
CCC(C)NC(=O)C1COC2(CCN(C(=O)c3ccc(F)cc3)CC2)N1C(=O)c1ccc(C)cc1 (stereo not drawn)	8%
Cc1ccc2nc(-c3ccc(Cl)cc3)c(Cc3ccsc3)n2c1	?

Taken from above, five compounds:
SMILES	ALOX12 inh
CC(OC(=O)c1cncc(Br)c1)C(=O)C12CC3CC(CC(C3)C1)C2 (stereo not drawn)	4%
CN(Cc1cccs1)C(=O)CC1CC2CCC1C2 (stereo not drawn)	2%
CCC(C)(C)C1CCc2c(sc(NC(=O)c3cccc4ccccc34)c2C#N)C1 (stereo not drawn)	32%[activator]
C[C@@H]1CC2(CCCN2)C[C@H]1C	1%
CCN1C(=O)C(CC(=O)N2CCCCCC2)Sc2ncccc21 (stereo not drawn)	20%

(further entries)
SMILES	ALOX12 inh
Cc1noc(C)c1-c1cc2c(c(-c3cccc(CO)c3)c1)C(=O)N(C)C2=O	1%[176 µM]
COc1ccc(Nc2nc3ccccc3nc2NS(=O)(=O)c2ccc(OC)cc2)cc1	31%
N#Cc1ccc(Oc2ccc(Cl)c(Oc3ccc(C#N)c(C#N)c3)c2)cc1C#N	31%[activator]
O=C(NCc1ccco1)c1ccc2c(c1)n(Cc1ccc(F)cc1)c(=O)c1ccnn12	-10%
CC[C@H]1CN(C(=O)C2CC2)CC[C@H]1CC(=O)NCc1ccccc1	9%[176 µM]
COc1cccc(-c2nc(SCc3cc(=O)n4c5c(sc4n3)CCCC5)n[nH]2)c1	10%
CC(=O)Nc1cccc(-c2nc3cc(Cl)ccc3o2)c1	-4%
O=C(c1ccccc1)c1ccc2n1CCC2C(=O)Nc1ccc(C(F)(F)F)cc1 (stereo not drawn)	-24%
N#C/C(=C\c1cccn1-c1ccc(Br)cc1)c1ccc(F)cc1	-28%
CCCn1nc(C(=O)N2CCN(c3ncccn3)CC2)c2ccccc2c1=O	?
Cc1[nH]c(C)c(C=O)c1C	-5%
Cc1cc(C[C@@H]2COC[C@@H]2NC(=O)CCN2CCCC2=O)on1	39%[activator]

Shown in markdown: 3 of the compounds above.
| SMILES | ALOX12 inh |
| --- | --- |
| O=C(c1ccccc1)c1ccc2n1CCC2C(=O)Nc1ccc(C(F)(F)F)cc1 (stereo not drawn) | -24% |
| N#C/C(=C\c1cccn1-c1ccc(Br)cc1)c1ccc(F)cc1 | -28% |
| CCCn1nc(C(=O)N2CCN(c3ncccn3)CC2)c2ccccc2c1=O | ? |

(next part)
SMILES	ALOX12 inh
COc1ccc(-c2nnc3n2CCN(C(=O)c2ccccc2F)C3)cc1	6%
CCOC(=O)C1(Cc2cccc(Cl)c2)CCCN(C(=O)c2csc(C(C)=O)c2)C1 (stereo not drawn)	46%[activator]
N#Cc1cccc(C2CCN(c3cc(C4CC4)ncn3)CC2)c1	-3%
CC(=O)c1cccc(NC(=O)CC(C)c2ccccc2)c1 (stereo not drawn)	-3%
CCn1nc(C(=O)OCC(=O)N(C)c2ccccc2)c2ccccc2c1=O	4%
O=C(NC1CCN(c2cc(-c3ccc(F)cc3)[nH]n2)C1)c1ccc(Br)cc1 (stereo not drawn)	4%
COc1ccccc1-c1nc(C#N)c(NCCN2CCOCC2)o1	42%[activator]
O=C1c2c(nc(CNc3ccc(F)cc3)n2Cc2ccccc2)NCCN1CC1CC1	65%[activator][176 µM]
COc1ccc(Cn2c(Oc3cccc(C)c3)nc3c2c(=O)n(C)c(=O)n3C)cc1	11%

Sorted by the number under ALOX12 inh (ascending): four of the compounds above.
SMILES	ALOX12 inh
N#Cc1cccc(C2CCN(c3cc(C4CC4)ncn3)CC2)c1	-3%
O=C(NC1CCN(c2cc(-c3ccc(F)cc3)[nH]n2)C1)c1ccc(Br)cc1 (stereo not drawn)	4%
COc1ccc(-c2nnc3n2CCN(C(=O)c2ccccc2F)C3)cc1	6%
COc1ccc(Cn2c(Oc3cccc(C)c3)nc3c2c(=O)n(C)c(=O)n3C)cc1	11%

An excerpt (hit frequency here may not be typical).
